# C2C12 statin: suppressors of simvastatin-induced myotoxicity in C2C12 myotubes; ATP luminescence, 48 h; scaled: DMSO 0, geranylgeraniol control 100; rescue of ATP level, % at 7.49 µM; AID 602340; actives 0.78% (n = 330,000);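 active = mean ATP rescue above about 67%, or every replicate alone reaching that limit, limit read from the data, passing the limit was not always enough; inconclusive = no clear call, values can overlap the other calls; inactive = mean under the limit and some replicate under it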;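 note: myotubes were challenged with 10 µM simvastatin during compound exposure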
# PglD inh: blocks C. jejuni PglD acetyltransferase activity; purified PglD enzyme, DTNB colorimetric CoA detection; inhibition, % at 12.5 µM; actives 0.098% (n = 360,000); in the data active = inhibition above about 16%, passing the limit was not always enough; inconclusive = no clear call, values can overlap the other calls; note: strong numbers were not always called active
# * = called active by the depositor; ? = inconclusive.
# The line under a structure holds: C2C12 statin	PglD inh
COc1cccc(C(=O)O/N=C(\N)c2ccc([N+](=O)[O-])cc2)c1OC
 : -3	5
CCC(CC)C(=O)Nc1ccccc1NC(C)=O
 : 2	-3
O=S(=O)(NCC1CCCO1)c1ccc(S(=O)(=O)N2CCc3ccccc3C2)cc1 (stereo unspecified)
 : 16	0
COc1cc2c(C(=O)NCc3ccc4c(c3)OCO4)cn(C)c(=O)c2cc1OC
 : -7	4
CCc1nnc(NC(=O)Cc2ccc(OC)cc2)s1
 : 5	11
CCC(=O)Nc1cccc(NC(=O)CSc2nnnn2C2CCCC2)c1
 : 5	5
OC(CN1CCCCC1)CN(c1ccccc1)c1ccccc1 (stereo unspecified)
 : -4	-4
CN(C)/C=C/C(=O)c1nnn(C2CCCCC2)c1NC1CCCCC1
 : 4	2
CC1CCCN(CCOc2ccc(Br)cc2)C1 (stereo unspecified)
 : 4	1
Cc1cc(C(=O)OCC(=O)N2CCN(C(=O)c3ccco3)CC2)c(C)n1-c1ccc(F)cc1
 : 26	3
O=C(NCc1ccc2c(c1)OCO2)c1cc2n(n1)C(C(F)(F)F)CC(c1ccc3c(c1)OCO3)N2 (stereo unspecified)
 : 20	3
Cc1ccc(-c2nn(C)c(=O)c3ccccc23)cc1CNC(=O)CN1CCOCC1
 : -1	-5
O=C(Cc1cccs1)Nc1ccccc1NC(=O)Cc1cccs1
 : 9	7
O=C(N/N=C/c1ccc([N+](=O)[O-])cc1)c1ccc2nc[nH]c2c1
 : -54	-2
CC(C)c1nc(SCc2c(F)cccc2Cl)c2c(=O)n(C)c(=O)n(C)c2n1
 : -7	-4
O=C(Nc1ccc(Cl)c(Cl)c1)N1CCC(N2CCCCC2)CC1
 : 1	-6
Cc1ccc(-c2csc(NC(=O)Cn3cnc4c3c(=O)n(C)c(=O)n4C)n2)cc1C
 : -87	-4
O=S(=O)(c1ccc(Cl)cc1)n1nnc2ccccc21
 : -6	-1
c1ccc(-c2nc(N3CCCCCC3)nc(-n3ccnc3)n2)cc1
 : 4	0
O=C(c1cc2ccccc2oc1=O)N(Cc1cccs1)C1CCS(=O)(=O)C1 (stereo unspecified)
 : 1	-8
CCOc1cc2[nH]c(=O)n(CCCCC(=O)N3CCCCCC3)c(=O)c2cc1OCC
 : 4	-1
COc1cc(C(=O)N2CCN(C(=O)C3CC3)CC2)cc(OC)c1OC
 : 2	0
Cc1nc(NCc2ccccn2)c2ccccc2n1
 : -19	1
CCn1ncc(C2=NOC(C(=O)NCCc3ccccc3)C2)c1C (stereo unspecified)
 : 1	-2
O=C(NCc1ccco1)C(c1ccco1)N(CCc1ccccc1)C(=O)Cn1nnc2ccccc21 (stereo unspecified)
 : ?	-7
COc1ccc(OCCC(=O)Nc2cc(C)on2)cc1
 : -11	5
Cc1cc(=S)cc(C)n1CCCn1ccnc1
 : 3	-1
CC1CN(C(=O)c2cnn3c(C(F)F)cc(-c4ccccc4)nc23)CC(C)O1 (stereo unspecified)
 : -1	7
O=C1CC(c2cccc(Oc3ccccc3)c2)NC(=O)N1 (stereo unspecified)
 : 5	0
CC1CCc2cc(F)ccc2N1C(=O)C1(C)CC1(Cl)Cl (stereo unspecified)
 : 15	-2
CCC(C)n1c(-c2cccs2)nc2nc3ccccc3nc21 (stereo unspecified)
 : 4	-1
O=C(Cn1nc(-c2ccccc2)c2ccccc2c1=O)Nc1ccccn1
 : -18	-7
COc1ccc(C(N)=O)cc1NC(=O)c1cccc(F)c1
 : 1	0
CSCCC(C(=O)N1CC2(C)CC1CC(C)(C)C2)N1C(=O)c2ccccc2C1=O (stereo unspecified)
 : -22	1
COCCn1c(-c2ccc(-c3ccccc3Cl)o2)nc2c1c(=O)[nH]c(=O)n2CC(C)C
 : -51	-3
Cc1ccc(C)c(N(C(=O)Cn2nnc(-c3cccs3)n2)C(C(=O)NC2CCCC2)c2ccncc2)c1 (stereo unspecified)
 : -67	0
Cn1nnnc1SCC(=O)Nc1nc2c(s1)CCCC2
 : 5	-3
Cc1ccsc1C(=O)NNC(=O)Nc1ccc(Cl)c(Cl)c1
 : -21	-6
Cc1c(C(=O)NCCc2ccccc2)oc2ccc(S(=O)(=O)N3CCOCC3)cc12
 : -8	0
CC1Cc2ccccc2N1C(=O)CSc1ccccc1 (stereo unspecified)
 : 11	-7
CN(NC(=O)c1ccc(Cl)cc1)c1cccc(Cl)n1
 : -14	-1
CCOC(=O)C(NC(=O)c1ccccc1)=C1CCCCC1
 : -12	-3
Cc1ccc(C)c(NC(=O)c2nc(-c3ccccc3)n(-c3ccccc3)n2)c1
 : 13	-6
C#CCOCCOCCOCCNc1nc(N2CCN(C(=O)[C@H](CCC(=O)O)n3cc(C(N)[C@H](C)CC)nn3)CC2)nc(N2CCN(C(=O)[C@H](Cc3ccc(O)cc3)n3cc(C(N)[C@H](C)CC)nn3)CC2)n1 (stereo partly specified)
 : -12	2
CCOC(=O)c1cc(C)n(CCCN2CCOCC2)c1C
 : 3	4
O=C(O)c1cc(-c2ccncc2)nc2ccc(S(=O)(=O)N3CCOCC3)cc12
 : -5	2
CCCCNC(=O)N1CCOCCOCCN(C(=O)NCCCC)CCOCCOCC1
 : -13	-1
CC(C)(C)C(=O)CC(=O)Nc1ccc(Cl)c(N)c1
 : -17	1
COc1ccc(N(CC(=O)NCc2ccccc2)S(=O)(=O)c2c(C)noc2C)cc1
 : -2	0
C1=C(c2cccc3ccccc23)N2CCN=C2S1
 : -3	-7
CNS(=O)(=O)c1ccc(NCC2COc3ccccc3O2)c([N+](=O)[O-])c1 (stereo unspecified)
 : -6	-6
Cn1c(N)c(C(=O)COC(=O)CCCc2c[nH]c3ccccc23)c(=O)n(C)c1=O
 : -11	-4
c1ccc(-n2c(-c3ccncc3)nnc2-c2ccco2)cc1
 : -10	-5
COc1ccc(OC)c(N2Cc3ccccc3C2)c1
 : -11	-2
O=[N+]([O-])c1ccc(Cl)c(S(=O)(=O)NCC2CCCO2)c1 (stereo unspecified)
 : -4	-9
CCNC(=O)c1cc(Br)ccc1Cl
 : 2	4
Cc1occc1C(=O)Nc1ccccc1C(=O)O
 : -8	1
CCOC(=O)c1c(NC(=O)CSc2nnnn2-c2ccccc2)sc2c1CCC(C)C2 (stereo unspecified)
 : -1	-4
COc1ccccc1Oc1coc2c(CN3CCN(C)CC3)c(O)ccc2c1=O
 : 4	7
Clc1ccc(-c2nnc3n2CCCC3)cc1Cl
 : -5	-1

# The list goes on.
# The line under a structure holds: C2C12 statin	PglD inh
C(C#CCCCCCCCCC[n+]1ccccc1)#CCCCCCCCCC[n+]1ccccc1
 : -294	2
C=CCSc1ncccc1C(=O)NCc1ccc(C)cc1
 : 37	-5
CCc1nnc(NC(=O)CN2CCN(c3cccc(OC)c3)CC2)s1
 : 8	6
O=c1cc(NCCO)c2ccccc2o1
 : -3	9
CCCOc1ccccc1N/C(=N/c1nc(C)cc(C)n1)NC(=O)Nc1ccc(Cl)cc1
 : 5	1
Cc1cc2ncn(C(=O)N3CCOCC3)c2cc1C
 : 2	2
CC1=C(C(=O)OCc2ccccc2)C(c2ccoc2)C(C#N)=C(N)O1 (stereo unspecified)
 : 2	-11
COc1ccc(N2C(=O)CC(Sc3nc(C)cc(C)c3C#N)C2=O)cc1 (stereo unspecified)
 : -3	4
Cc1ccc(SCc2nc3ccccc3n2CC(=O)Nc2c(C)cccc2C)cc1
 : 3	1
Cc1ccccc1S(=O)(=O)NNC(=O)C(=O)NNc1ccccn1
 : 51	-1
COc1cccc(-c2nnc(SCc3ccc(C#N)cc3)n2Cc2ccco2)c1
 : -4	-4
COC(C)(C)c1cc(C(C)(C)C)nc(N)n1
 : 2	1
CCOC(=O)C1=C(Cn2ccc(C(F)(F)F)n2)NC(=O)NC1c1ccc2c(c1)OCO2 (stereo unspecified)
 : -8	4
CCOC(=O)c1c(C)[nH]c(C(=O)OCC(=O)Nc2cc(Cl)ccc2OC)c1C
 : -2	4
CCNC(=O)CC1C(=O)N(c2ccc(C)cc2)C(=O)N1CCc1ccc(OC)c(OC)c1 (stereo unspecified)
 : 7	2
CC(=O)Nc1cccc(NC(=O)c2c(-c3ccccc3Cl)noc2C)c1
 : -3	-1
Cc1cc(Cl)ccc1OCC(=O)N1CC(C)CC(C)C1 (stereo unspecified)
 : 0	-3
CCC(C)NC(=O)C1CCC(CNS(=O)(=O)c2cccc3nsnc23)CC1 (stereo unspecified)
 : 4	-3
COC(=O)CCC(=O)NC(=S)Nc1ccc(S(=O)(=O)Nc2cc(OC)nc(OC)n2)cc1
 : -7	-7
O=C1NC(=S)S/C1=C1\Sc2ccccc2N1CCCS(=O)(=O)O
 : 1	1
O=C(Cn1c(CO)nc2ccccc21)Nc1cc(C(F)(F)F)ccc1N1CCOCC1
 : 12	-6
Cc1ccc(C(=O)Oc2csc(=S)n2C(=O)c2ccc(C)cc2)cc1
 : 9	-7
Cc1ccc(C2C3=C(CC(C)(C)CC3=O)Nc3n[nH]c(C)c32)cc1 (stereo unspecified)
 : 44	-4
Fc1ccc(-c2[nH]ncc2-c2nnnn2-c2ccccc2)c(F)c1
 : -7	-3
Cn1c(SCC#N)nnc1-c1ccc2c(c1)OCO2
 : 0	-3
CCOC(=O)c1cnc(-n2nc(C)cc2C)nc1NC1CCCCC1
 : -4	5
CCC(=O)NC(=S)N1CCN(c2ccc([N+](=O)[O-])cc2Cl)CC1
 : -52	-5
O=C(NCc1cccs1)C1CCN(C(=O)NCc2ccccc2)CC1
 : 4	2
O=C(C[C@H]1C[C@H](C(=O)N2CCOCC2)[C@@]2(CCC3CCCC3)c3[nH]c4cc(-c5ccco5)ccc4c3CCN2C1=O)NCCC1=CCCCC1
 : 16	1
COc1ccc(Cn2nnnc2C(c2cccs2)N2CCCCCC2)cc1 (stereo unspecified)
 : 22	6
Cc1cccc(C)c1OCC(O)CNS(=O)(=O)c1ccccc1C(=O)N1CCCCC1 (stereo unspecified)
 : -4	2
Cn1nnc(NC(=O)c2ccccc2)n1
 : 2	6
CCn1c(SCc2nc3ccccc3c(=O)[nH]2)nnc1-c1ccncc1
 : 2	4
COc1cc(CNc2ncn[nH]2)cc(Br)c1OC
 : -6	-1
CCOC(=O)c1ccc(-c2ccc(/C=C(\C#N)C(=O)NCC3CCCO3)o2)cc1 (stereo unspecified)
 : 16	-3
O=C(CN1CCN(S(=O)(=O)c2ccc(Cl)cc2)CC1)Nc1ccc2c(c1)OCCO2
 : 9	2
CC(C)(C)NS(=O)(=O)c1ccc(CCC(=O)NCc2ccc3c(c2)OCO3)cc1
 : 2	2
CCN(CC(=O)Nc1cccc(OC)c1)c1ncnc2sc(C)c(C)c12
 : -2	6
N#Cc1cccc(NC(=O)COC(=O)c2ccccc2C(=O)c2ccc(Cl)c([N+](=O)[O-])c2)c1
 : -4	1
COc1ccc(CNC(=O)C(c2ccc(C)o2)N(C(=O)c2csnn2)c2ccc(C(C)C)cc2)cc1 (stereo unspecified)
 : 15	1
O=C1N=C2SCCN2/C1=C\c1ccccc1Cl
 : 12	-5
c1csc(Cc2nn3c(-c4n[nH]c5c4CCC5)nnc3s2)c1
 : 2	0
CCOC(=O)c1ccccc1NC(=O)CSc1nnc(C(C)C)n1CC
 : 3	-4
Cn1c(=O)[nH]c(=O)c2c1nc(Br)n2CCCSc1nc2ccccc2o1
 : -79	-4
CCCc1nnc(NC(=O)CN2C(=O)c3ccccc3C2=O)s1
 : 1	8
COc1ccc(/C=N/S(=O)(=O)c2cccs2)cc1
 : 4	1
CC(C(N)=O)N1C(=O)C2C3C=CC(C3)C2C1=O (stereo unspecified)
 : -2	-3
Cc1ccc(SCc2ccc(C(=O)Nc3cccc([N+](=O)[O-])c3)cc2)cc1
 : -11	0
CCOC(=O)c1nnn(CC(=O)Nc2ccccc2OC)c1C(=O)OCC
 : -3	-1
Brc1ccc(-c2nc(-c3ccccn3)no2)o1
 : -45	-1
Cc1ccc(-n2c(SCC(=O)NCc3ccco3)nnc2-c2cccnc2)cc1
 : 9	4
CC(=O)C1C(c2ccc(F)c(F)c2)NC(=O)NC1(O)C(F)(F)F (stereo unspecified)
 : -32	-9
CCOC(=O)c1nc2nc(C)c(Cl)c(=O)n2[nH]1
 : 3	-1
O=c1[nH]c(CO)nc2c1oc1ccccc12
 : -4	-19

# The list is partial; count on the stated rates, not on these rows.
